Compound activity: PubChem, The Scripps Research Institute Molecular Screening Center
TEAD-YAP inh: TEAD-YAP interaction inhibition, primary screen, TEAD-YAP interaction inhibitor project, luminescence, HEK-TIYL cells. TEAD-Gal4/YAP UAS-luciferase luminescence. 640,000 compounds, 1.4% hits. inhibition, % at 9.12 µM; in the data active = inhibition above about 32%;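 note: 0% = median of test compound wells and 100% = reference inhibitor wells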
GPR151 ag: activators of human GPR151, primary screen, cell-based, PathHunter beta-arrestin, luminescence | G-protein coupled receptor 151 (Homo sapiens), Q8TDV0 | activation, % at 11.2 µM | 650,000 compounds, 1% hits | AID 1508602, 2020 | PathHunter beta-arrestin GPR151 cells; in the data active = activation above about 4.9%;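 note: 0% = median of compound wells and 100% = cells with positive control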
MITF inh: MITF inhibitors, primary screen, biochemical, AlphaScreen, human | 650,000 compounds, 0.91% hits | Microphthalmia-associated transcription factor (Homo sapiens), O75030 | AID 1259374, 2018 | AlphaScreen MITF homodimerization, bead proximity signal | inhibition, % at 2.6 µM; in the data active = inhibition above about 50%;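 note: 0% = vehicle wells with protein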
FBW7 act: FBW7 E3 ligase activators, primary screen, biochemical, AlphaScreen, human. 650,000 compounds, 0.13% hits. AID 1259310, 2017. F-box/WD repeat-containing protein 7 (Homo sapiens), Q969H0. normalized activity (activation), % at 26.1 µM. AlphaScreen FBW7–phospho-cyclin E peptide binding, activator screen; in the data active = normalized activity above about 1.9%;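 note: purified mutant Fbw7 with reduced substrate affinity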
Target sequence (Q969H0 whole entry, looked up): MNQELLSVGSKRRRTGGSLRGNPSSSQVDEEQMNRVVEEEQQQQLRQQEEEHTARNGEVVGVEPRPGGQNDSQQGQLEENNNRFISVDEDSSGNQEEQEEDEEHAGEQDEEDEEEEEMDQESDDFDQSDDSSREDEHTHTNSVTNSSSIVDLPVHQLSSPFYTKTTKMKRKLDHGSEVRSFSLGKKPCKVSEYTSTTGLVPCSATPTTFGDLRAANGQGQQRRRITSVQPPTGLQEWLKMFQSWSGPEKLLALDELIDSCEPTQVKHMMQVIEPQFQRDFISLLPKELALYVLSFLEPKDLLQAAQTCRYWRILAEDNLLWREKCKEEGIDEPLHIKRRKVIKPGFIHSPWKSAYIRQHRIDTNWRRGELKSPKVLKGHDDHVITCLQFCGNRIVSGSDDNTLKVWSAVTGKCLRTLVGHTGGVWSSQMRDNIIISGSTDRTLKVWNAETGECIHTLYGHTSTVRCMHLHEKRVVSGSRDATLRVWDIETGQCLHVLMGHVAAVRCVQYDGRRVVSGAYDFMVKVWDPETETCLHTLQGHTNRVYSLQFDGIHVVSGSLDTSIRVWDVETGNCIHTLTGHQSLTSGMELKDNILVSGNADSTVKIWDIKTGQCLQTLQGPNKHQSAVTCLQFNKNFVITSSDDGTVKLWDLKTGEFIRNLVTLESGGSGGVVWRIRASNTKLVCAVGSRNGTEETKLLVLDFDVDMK
* marks the source's active call; other numbers are inactive results. Random draw from the library; any-hit rate near 3.4%.

SMILES | TEAD-YAP inh | GPR151 ag | MITF inh | FBW7 act
N#Cc1ccccc1COC(=O)COc1ccccc1C#N | 5 | 0.3 | 13 | 0.1
O=C1N(Cc2ccc(F)cc2Cl)c2ccccc2C12OCCCO2 | -2 | -0.2 | 5 | -0.3
Cc1ccc(C)c(OCc2ccc(C(=O)Nc3ccncc3)o2)c1 | 18 | 0.2 | 13 | 0.0
COc1ccc(CCNC(=O)c2sc3ncnc(N4CCc5ccccc5C4)c3c2C)cc1OC | -16 | -0.1 | -5 | -0.1
O=C1CCCN1CCn1cnc2c(NCCOc3ccccc3)nc(-c3csc4ccccc34)nc21 | 4 | 0.9 | 0 | 0.1
COc1cccc(C(=O)N2N=C(C)CC2(O)c2ccc(Cl)cc2)c1 (stereo not given) | 0 | -2.1 | -2 | 0.2
CCOC(=O)c1cc(CC)sc1NC(=O)c1ccc2c(c1)OCCO2 | 1 | 2.2 | 5 | -0.1
CCOC(=O)C1=C(N)N(c2ccc(F)cc2)C2=C(C(=O)CC(C)(C)C2)C1c1ccc(OC)c(OC)c1 (stereo not given) | 1 | -0.5 | 12 | 0.1
CCN(CC)C(=O)C1C(=O)NC23CCCCC2C1c1ccccc1O3 (stereo not given) | 0 | 1.2 | 0 | -0.2
COc1ccc(OC)c(CNC(=O)CN2N=C(c3ccc(Cl)cc3)CCC2=O)c1 | -4 | -0.4 | 7 | 0.0
Cc1cc2c(N3CCN(c4cccc(Cl)c4)CC3)ncnc2s1 | 14 | 3.7 | 0 | 0.0
O=C(Nc1ccccc1[N+](=O)[O-])c1cc(S(=O)(=O)N2CCCCC2)ccc1Cl | 8 | -0.6 | 3 | 0.0
O=C(Nc1ccc(-c2cn[nH]c2)cc1)[C@H]1COc2ccccc2O1 | -31 | -1.3 | 42 | 1.0
CC(=O)Nc1ccc(N2N=C(C)CC2=O)cc1 | 0 | -1.3 | -3 | -0.7
NC(=O)c1ccc(-c2nc(NCCOc3ccccc3)c3ncn(CCN4CCCC4=O)c3n2)cc1 | 8 | -1.5 | -2 | 0.0
Cc1nn(-c2ccccc2)c(C)c1/C=C(\C#N)C(=O)OCC(=O)NC(C)(C)C | -2 | 0.4 | 11 | 0.4
Nc1nc2c(F)cc(F)cc2s1 | -5 | 0.2 | -5 | -0.1
CC(Cc1ccco1)NC(=O)COc1ccccc1F (stereo not given) | -3 | 0.4 | 8 | 0.3
Cc1ccc(C)c(N(CC(=O)NCC(C)C)S(=O)(=O)c2ccccc2)c1 | 9 | -0.1 | -9 | 0.0
CC(C)OC(=O)c1ccc(NC(=O)Cn2nnc(-c3ccccc3Cl)n2)cc1 | 23 | 0.4 | 7 | 0.0
NC(=O)NC(CC(=O)OCC(=O)NC(=O)NCc1ccco1)c1ccc(Cl)cc1 (stereo not given) | 3 | 0.7 | -1 | -0.3
O=C1CC(NCc2cccc(F)c2)C(=O)N1c1ccccc1 (stereo not given) | -5 | 3.0 | -2 | -0.1
CC12CCC(C(=O)N(c3ccccc3Cl)C1=O)C2(C)C (stereo not given) | 2 | -1.8 | 11 | 0.0
Cc1ccc2c(c1)CN(CCNC(=O)CCOc1ccccc1)CC(C)O2 (stereo not given) | 7 | 0.6 | 1 | 0.0
CC(=O)C(=Cc1c(C)oc2ccccc12)C(C)=O | -3 | -1.5 | -6 | 0.0
Cc1cc(C)nc(N2CCC(NC3CCCCCC3)CC2)n1 | 6 | -1.3 | -14 | 0.8
CCN(c1ccccc1)S(=O)(=O)c1ccc(F)c(C(=O)Nc2cccc(Cl)c2)c1 | 15 | 2.1 | 20 | 0.3
CC1(C)CC(=O)c2cc(OCC(=O)N3CCCC3)ccc2O1 | -12 | -0.4 | 0 | 0.0
Cc1cccc(C2NS(=O)(=O)N=C2N)c1 (stereo not given) | 2 | 1.7 | 26 | 0.3
CCOc1ccccc1CN1CCNC(=O)C1CC(=O)NCCc1cnccn1 (stereo not given) | -2 | 0.0 | 5 | -0.1
CCN(C(=O)COc1ccccc1)c1nc(-c2ccccc2)cs1 | -4 | 0.4 | 13 | 0.1
CC(=O)C(/C=N/c1nc(C)cc(C)n1)=C(\C)O | -2 | 1.3 | 1 | 0.2
Clc1ccc2c(c1)C1CC(c3cccs3)=NN1C1(CCCCC1)O2 (stereo not given) | -33 | -2.9 | -11 | 0.1
COc1cc2ccccc2cc1C(=O)NCCCNc1ccc([N+](=O)[O-])cc1 | -4 | -1.2 | 13 | 0.0
COc1ccc(CCNc2cc(Nc3nc4ccccc4n3C)nc(N)n2)cc1 | -28 | 0.5 | 27 | -0.2
Cc1cc(Cl)ccc1OCC(=O)Nc1ccc(S(=O)(=O)N2CCCC2)cc1 | 12 | -0.3 | -13 | -0.3
c1cc2c(cc1CNc1nc(NCCN3CCOCC3)c3ncn(C4CCCCC4)c3n1)OCO2 | 1 | 0.6 | 3 | -0.1
COC(=O)C1=C(N)N(c2ccccc2)C2=C(C(=O)CC(C)(C)C2)C1c1ccc(OC)cc1 (stereo not given) | 8 | 0.2 | 1 | 0.1
COC(=O)c1ccc(CN2CCN(Cc3ccc(OC)c(C)c3C)C(CCO)C2)cc1 (stereo not given) | -5 | -0.5 | 8 | 0.0
O=C1CCC(C(=O)NNC(=O)COc2ccc(-c3ccccc3)cc2)=NN1 | 1 | 1.1 | 5 | -0.1
Cc1cc(NC(=O)CSc2nc3ccccc3c3nc(CCN4CCCCC4)nn23)n[nH]1 | 58* | -1.4 | 15 | 0.8
CCOC(=O)Cn1nnnc1CN1CCN(c2cccc(Cl)c2)CC1 | 9 | -0.8 | 28 | 0.3
C/C(=C/C(=O)C(F)(F)F)NNC(=O)c1ccccn1 | -23 | -0.9 | 12 | -0.5
CCOC(=O)N1CCc2c(sc(NCc3cccc(F)c3)c2C(=O)Nc2cc(OC)ccc2OC)C1 | -7 | -1.0 | 6 | 0.6
CCOc1ccc(-n2nc3ccc(NC(=O)c4cccc5ccccc45)cc3n2)cc1 | -2 | -1.7 | 11 | 1.3
Cc1ccc(S(=O)(=O)N2CCCC(c3nnc(Cc4ccc(F)cc4)o3)C2)c(C)c1 (stereo not given) | 9 | 1.4 | 0 | -0.1
COc1cc(C2C(C#N)=C(N)Oc3n[nH]c(-c4ccc(Br)cc4)c32)cc(OC)c1OC(=O)c1ccccc1 (stereo not given) | -2 | -0.9 | 0 | -0.4
O=C(O)C1=C(C(=O)N2CCN(C(=O)c3ccco3)CC2)CCCC1 | 1 | 0.8 | -9 | -0.1
CC(O)CN1C(=O)C(=O)/C(=C(/O)c2ccc(Cl)cc2)C1c1ccccn1 (stereo not given) | 0 | -0.2 | 25 | 0.5
O=C(CCC1CCCC1)N1CCc2cc(Br)ccc21 | -62 | -0.4 | 8 | 0.4
Further records:
SMILES | TEAD-YAP inh | GPR151 ag | MITF inh | FBW7 act
O=C(Nc1ccc(Oc2ccc(Cl)cc2)cc1)c1oc(=O)c2ccccc2c1-c1ccccc1 | -10 | -0.7 | 6 | 0.0
O=C(O)c1cc(-c2nc3ccccc3s2)c(C(=O)O)cc1-c1nc2ccccc2s1 | -2 | 0.6 | 6 | 0.5
CS(=O)(=O)N1CCC(C(=O)Nc2ccc(F)cc2)CC1 | -2 | -0.5 | 6 | -0.2
CCN(CCCNC(=O)Cn1cc2c(n1)CCCC2)c1cccc(C)c1 | -2 | 0.8 | 13 | 0.3
COc1ccc(-n2c(-c3ccc(Br)cc3)cc3c2CC(C)(C)CC3=O)c(OC)c1 | -10 | -0.2 | 28 | -0.3
Cc1[nH]c2ccccc2c1C=Nc1ccc(O)cc1 | 7 | -0.5 | 1 | -0.1
COc1ccc(/C=C(/C#N)c2nc3ccc(C)cc3[nH]2)cc1[N+](=O)[O-] | -23 | 1.5 | -2 | -0.1
CC(Oc1cccc(Cl)c1)C(=O)Nc1ccccc1C(=O)N1CCN(C)CC1 (stereo not given) | -1 | 1.1 | 2 | 0.6
Cc1sc(NC(=O)c2ccco2)c(C(N)=O)c1-c1ccccc1 | 20 | 0.3 | -12 | 0.0
CCc1ccc(-n2c(C)nc3cc(C(=O)NCCCN4CCOCC4)ccc32)cc1 | 17 | -0.2 | -5 | 0.0
O=C(N/N=C1/CCc2ccccc21)c1ccccc1 | -40 | -0.7 | 9 | 0.0
COc1ccc(NC(=O)c2ccco2)cc1NC(=O)c1cc2ccccc2o1 | 14 | -0.7 | 14 | 0.7
COc1ccccc1Nc1ncnc2c1c(-c1ccccc1)cn2-c1ccc(F)cc1 | -7 | 1.0 | 4 | 0.1
Nc1cccc(C(=O)OCC(=O)c2cccc([N+](=O)[O-])c2)c1 | -16 | 1.9 | 4 | 0.1
CC1CCCN(c2nc(-c3ccccc3O)nc3ccccc23)C1 (stereo not given) | 7 | 1.2 | 5 | 0.1
CCOc1ccccc1C1NC(=O)NC(C)=C1C(=O)OC1CCCC1C (stereo not given) | 9 | 1.1 | -1 | -0.1
C=CCn1c(O)c(C2=c3cc(F)ccc3=NC2=O)sc1=S | -4 | -2.2 | -12 | 0.2
CCN(CC)S(=O)(=O)c1ccc(Cl)c(C(=O)OCC(N)=O)c1 | -6 | 0.5 | -18 | 0.1
COc1ccc(NS(=O)(=O)c2ccc(NC(=O)c3ccc([N+](=O)[O-])cc3)cc2)cc1 | 10 | 0.7 | 1 | -0.1
O=C(NCCCN1CCCCCC1)c1cccn2c(=O)c3c4c(sc3nc12)CCCC4 | 0 | -0.3 | -4 | -0.1
COC(=O)c1cc2oc3ccccc3c2n1C | -21 | -1.0 | -1 | 0.3
COc1cc(C(=O)O)ccc1OCc1ccccc1Cl | -20 | -9.0 | 10 | 0.0
Cc1ccc(C(=O)NCCSc2nnnn2-c2ccccc2)cc1 | -14 | -1.6 | -3 | 0.0
CCSc1nnc(COc2cccc(C)c2)n1CC | -15 | -0.4 | -12 | -0.1
CCN(Cc1ccccc1)S(=O)(=O)c1cn(C)c(=O)n(C)c1=O | 5 | -0.1 | 6 | -0.2
Cc1ccc(-n2ncc3c(=O)n(CC#N)cnc32)cc1C | -15 | 0.4 | 1 | -0.1
O=C1/C(=C/c2ccc(Cl)cc2)C=C(c2ccccc2)N1c1ccccc1Br | -9 | -0.3 | 5 | 0.0
CCC(=O)c1ccc(N2CCN(C(=O)c3cccs3)CC2)c(F)c1 | -36 | 0.1 | 9 | 0.0
COC(=O)C(NS(=O)(=O)c1ccccc1[N+](=O)[O-])C(C)C (stereo not given) | 14 | -0.6 | 6 | 0.2
O=C(COc1ccc([N+](=O)[O-])cc1)c1ccc(F)cc1 | -16 | -2.5 | -7 | 0.9
COc1ccc(OC)c2c(C)cc(N3CCNCC3)nc12 | -2 | 3.1 | 9 | -0.1
Cc1cc(C)c(C#N)c(SCc2[nH]nc3c2C(c2ccc(F)cc2)C(C#N)=C(N)O3)n1 (stereo not given) | 7 | 1.4 | 13 | 0.0
CCOC(=O)c1cccc(NC2=C(Cl)C(=O)N(c3ccc(Br)cc3)C2=O)c1 | 2 | -0.2 | 13 | 0.1
CCOC(=O)c1nnn(-c2nonc2N)c1CN1CCCCCC1 | 1 | -0.2 | -8 | 0.0
NC(=O)CCSC(=S)NCc1ccco1 | 15 | -0.8 | -22 | -0.1
Cc1ccc(S(=O)(=O)NCCCOC(=O)Nc2cccc(C)c2C)cc1 | 8 | 0.1 | 6 | 0.0

Record cards, from the list above. Order of screens: TEAD-YAP inh | GPR151 ag | MITF inh | FBW7 act
Results for `CC12CCC(C(=O)N(c3ccccc3Cl)C1=O)C2(C)C` (stereo not given) → 2 | -1.8 | 11 | 0.0
Results for `CC1CCCN(c2nc(-c3ccccc3O)nc3ccccc23)C1` (stereo not given) → 7 | 1.2 | 5 | 0.1

Of the compounds above, 9 have a furan ring, fused or not.
SMILES | TEAD-YAP inh | GPR151 ag | MITF inh | FBW7 act
Cc1ccc(C)c(OCc2ccc(C(=O)Nc3ccncc3)o2)c1 | 18 | 0.2 | 13 | 0.0
CC(Cc1ccco1)NC(=O)COc1ccccc1F (stereo not given) | -3 | 0.4 | 8 | 0.3
NC(=O)NC(CC(=O)OCC(=O)NC(=O)NCc1ccco1)c1ccc(Cl)cc1 (stereo not given) | 3 | 0.7 | -1 | -0.3
CC(=O)C(=Cc1c(C)oc2ccccc12)C(C)=O | -3 | -1.5 | -6 | 0.0
O=C(O)C1=C(C(=O)N2CCN(C(=O)c3ccco3)CC2)CCCC1 | 1 | 0.8 | -9 | -0.1
Cc1sc(NC(=O)c2ccco2)c(C(N)=O)c1-c1ccccc1 | 20 | 0.3 | -12 | 0.0
COc1ccc(NC(=O)c2ccco2)cc1NC(=O)c1cc2ccccc2o1 | 14 | -0.7 | 14 | 0.7
COC(=O)c1cc2oc3ccccc3c2n1C | -21 | -1.0 | -1 | 0.3
NC(=O)CCSC(=S)NCc1ccco1 | 15 | -0.8 | -22 | -0.1
